# GLD-1 TGE inh – GLD-1-TGE RNA interaction inhibition (C. elegans) | inhibition, % at 5.96 µM | purified GLD-1 + fluorescein TGE RNA, fluorescence polarization | Q17339 | 0.44% of 320,000 active;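 active = percent inhibition above a per-plate cutoff, the plate mean of test compounds plus 3 SD, cut at about 30% in these data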;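 also: 0% = DMSO wells with GLD-1 and probe and 100% = wells lacking GLD-1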
# MEX-5 binding – C. elegans MEX-5 TCR-2 RNA binding activity; 0.38% of 300,000 active; Q9XUB2; MEX-5/FITC-TCR2 RNA binding, fluorescence polarization; stronger effect = lower value; AID 1832; activity score (negative = inhibition of binding), % at 10 µM;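 active = inhibition past about -25% in most replicates, and total fluorescence under double the plate's negative control median, limit read from the data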;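 also: 0% = DMSO and -100% = 5 µM competing unlabeled TCR2 RNA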
# Target sequence (Q9XUB2 whole entry, looked up): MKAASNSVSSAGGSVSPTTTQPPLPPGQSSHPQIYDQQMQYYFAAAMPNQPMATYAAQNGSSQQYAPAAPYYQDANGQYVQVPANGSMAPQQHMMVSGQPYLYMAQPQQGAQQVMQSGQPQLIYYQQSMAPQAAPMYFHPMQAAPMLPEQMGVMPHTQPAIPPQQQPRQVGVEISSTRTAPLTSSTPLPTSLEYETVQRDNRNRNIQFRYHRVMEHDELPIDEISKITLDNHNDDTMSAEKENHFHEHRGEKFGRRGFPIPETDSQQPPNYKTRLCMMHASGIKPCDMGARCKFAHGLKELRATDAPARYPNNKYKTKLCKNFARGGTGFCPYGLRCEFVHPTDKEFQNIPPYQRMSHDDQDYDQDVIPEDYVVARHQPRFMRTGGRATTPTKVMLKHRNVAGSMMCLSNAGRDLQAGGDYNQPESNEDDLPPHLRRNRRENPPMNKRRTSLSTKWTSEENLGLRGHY
# EBNA-1 inhibitor – blocks EBNA-1 binding to DNA. EBNA-1 DNA binding, fluorescence polarization. inhibition, % at 14.8 µM. 0.34% of 300,000 active; in the data active = inhibition above about 28%
# ZTA counter – blocks Epstein-Barr virus ZTA, an EBNA-1 counter-screen; P03206; ZTA-DNA binding, fluorescence polarization; inhibition, % at 11 µM; 0.15% of 320,000 active; in the data active = inhibition above about 33%
# Target sequence (P03206 whole entry, looked up): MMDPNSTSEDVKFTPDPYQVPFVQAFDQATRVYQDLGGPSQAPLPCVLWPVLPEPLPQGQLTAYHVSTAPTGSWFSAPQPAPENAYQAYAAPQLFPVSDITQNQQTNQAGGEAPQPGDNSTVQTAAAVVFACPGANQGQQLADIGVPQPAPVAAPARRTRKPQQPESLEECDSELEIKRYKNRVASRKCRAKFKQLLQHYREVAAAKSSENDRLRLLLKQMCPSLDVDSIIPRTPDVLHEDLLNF
# Efflux pump mplx – antifungal efflux pump inhibition, Nile Red retention; S. cerevisiae Candida pump triplex; 0.44% of 330,000 active; AID 485275; inhibition, % at 10 µM;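 active = plate passing quality check with inhibition over a set limit, or well fluorescence over plate mean plus 4 SD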;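 also: Nile Red retained in pooled yeast measured as flow cytometry median fluorescence; 0% = buffer negative control and 100% = Enniatin B positive control; higher means more Nile Red kept so more efflux inhibition; some compounds called inactive have numbers as strong as hits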
# Fam108B counter – counter-screen for RBBP9 inhibitors: inhibitors of mouse Fam108B. 0.33% of 300,000 active. inhibition, % at 9.51 µM. recombinant Fam108B, FP-Rh probe fluorescence polarization;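 active = inhibition above the screen mean inhibition plus 3 SD, computed separately per campaign, cut at about 18% in these data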;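 also: inhibitors lower polarization as less probe binds the enzyme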
# MCL1 BIM primary – inhibitors of human MCL1 binding to BIM-BH3 peptide; Q07820; GST-MCL1 / FITC-Bim-BH3 fluorescence polarization; inhibition, % at 10.9 µM; 0.68% of 320,000 active; AID 2057;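 active = inhibition above the mean inhibition of all tested compounds plus 3 SD, set per campaign, cut at about 40% in these data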;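 also: 0% = DMSO wells and 100% = unlabeled Bim-BH3 peptide control; higher means more loss of mP so more displacement of Bim peptide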
# Target sequence (Q07820 whole entry, looked up): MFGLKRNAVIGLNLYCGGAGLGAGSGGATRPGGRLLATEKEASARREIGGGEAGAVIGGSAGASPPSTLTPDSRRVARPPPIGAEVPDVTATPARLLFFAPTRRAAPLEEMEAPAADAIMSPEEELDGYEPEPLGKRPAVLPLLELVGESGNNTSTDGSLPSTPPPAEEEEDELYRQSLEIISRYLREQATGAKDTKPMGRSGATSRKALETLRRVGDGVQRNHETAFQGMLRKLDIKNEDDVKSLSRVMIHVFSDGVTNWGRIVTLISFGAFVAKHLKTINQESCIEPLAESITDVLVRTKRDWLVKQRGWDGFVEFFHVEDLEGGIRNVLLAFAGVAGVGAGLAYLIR
# BCLXL inh – blocks human Bcl-xL binding to Bim BH3 peptide | GST-Bcl-xL / FITC-Bim BH3 peptide fluorescence polarization | inhibition, % at 10.9 µM | 0.7% of 320,000 active | AID 2129;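 active = inhibition above the mean of all tested compounds plus 3 SD, cutoff set per campaign, cut at about 30% in these data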;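 also: 0% = DMSO wells and 100% = unlabeled Bim-BH3 peptide competitor; inhibitors lower millipolarization by displacing the labeled peptide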
# Yeast superoxide – caloric restriction mimetics inhibiting age-related superoxide in yeast | AID 2690 | 0.18% of 330,000 active | S. cerevisiae aged cells, superoxide DHE fluorescence; stronger effect = lower value | superoxide response (% of plate mean), % at 10 µM;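 active = superoxide response under a set limit, about three screen SD below normal, cut at about 65% in these data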;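 also: yeast aged for seven days with compound at 30 °C before DHE staining; 100% = average MFI of all compound-treated wells on the plate with controls excluded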
# Numbers without * were called inactive; x = no result given. An unsorted share of the library; 2.3% or so of the library scored in one or more.
# Below each compound – GLD-1 TGE inh | MEX-5 binding | EBNA-1 inhibitor | ZTA counter | Efflux pump mplx | Fam108B counter | MCL1 BIM primary | BCLXL inh | Yeast superoxide
- Cc1cc(N2CCN(c3ccc(F)cc3)CC2)nc2cc(O)ccc12
  3 | -0.9 | -2 | -4 | 0.0 | 0 | 6 | 5 | 104
- CCOc1ccc(S(=O)(=O)N(CC(=O)O)c2ccccc2)cc1
  3 | 3.0 | 2 | -13 | -0.1 | -4 | -2 | 2 | 99
- O=C(NC1CCCCC1)C1CCCN(S(=O)(=O)c2cccc3cccnc23)C1 (configuration not stated)
  -2 | -1.8 | -4 | 4 | 0.2 | 0 | 5 | 1 | 89
- CC(=O)NC1CC2CCCC(C1)N2CC(=O)Nc1ccccc1 (configuration not stated)
  2 | 0.1 | -10 | -5 | 0.2 | 13 | 2 | 7 | 108
- CCCn1c(C2CCCN2c2nc(-c3ccc(C)cc3)cs2)nc2ccccc21 (configuration not stated)
  6 | -1.2 | -10 | -20 | 0.2 | 3 | 3 | -2 | 95
- N#Cc1ccc(N2CCCC2C(=O)O)c([N+](=O)[O-])c1 (configuration not stated)
  5 | 1.4 | -9 | -10 | 0.0 | 0 | 3 | 9 | 94
- CCCC(=O)c1cc(F)c(N2CCN(C(=O)OCC)CC2)cc1C
  -4 | 0.0 | -13 | 6 | 0.2 | -1 | -8 | 0 | 89
- COc1ccccc1CNc1nc(C)c(C(C)=O)s1
  -2 | -0.5 | 1 | -5 | -0.1 | 2 | 2 | 4 | 99
- CCOC(=O)C(C(=O)OCC)C(C)(C)/C(C)=N\Nc1ccc([N+](=O)[O-])cc1[N+](=O)[O-]
  4 | -2.8 | 4 | 7 | 0.0 | 8 | 10 | 3 | 101
- O=C(NCCCNC(=O)NC1CCCCC1)NC1CCCCC1
  -2 | 2.4 | -2 | 3 | 0.0 | -2 | 2 | 1 | 106
- Cc1cc(C(=O)O)c(C)n1Cc1ccncc1
  -1 | -0.9 | -7 | -4 | -0.1 | 0 | 0 | 10 | 111
- CCCOc1ccc(Cn2ccnc2)cc1[N+](=O)[O-]
  0 | 0.8 | 9 | 14 | 0.0 | 9 | -24 | 1 | 98
- Cc1c(C(=O)Nc2cc(S(=O)(=O)N3CCOCC3)ccc2N2CCOCC2)oc2ccccc12
  -1 | -0.7 | 8 | -5 | -0.2 | 0 | -5 | -4 | 103
- CC(C)CN(C(=O)C1CC1)c1c(N)n(Cc2ccccc2)c(=O)[nH]c1=O
  7 | 5.0 | -7 | -17 | -0.1 | 2 | -5 | 1 | 96
- Cc1ccsc1C(=O)N1CC=C(c2ccccc2)CC1
  2 | 1.2 | -2 | 6 | 0.1 | 2 | -2 | 0 | 106
- COc1cccc(/C=N/Nc2ccc(Cl)nn2)c1OC
  -2 | 1.4 | 3 | 2 | 0.0 | 4 | 6 | 4 | 103
- COc1ccc(-c2cccc(NS(=O)(=O)c3cc([N+](=O)[O-])ccc3Cl)c2)nn1
  -6 | -0.8 | 2 | 10 | 0.0 | 2 | 2 | 2 | 107
- COc1ccc(S(=O)(=O)N2CCCCCC2)cc1N(C)S(=O)(=O)c1ccc(C)cc1
  2 | 2.3 | 1 | 4 | 0.1 | -5 | -2 | 0 | 92
- COc1ccc(C(=O)COc2ccc(NC(C)=O)cc2)cc1
  5 | -0.3 | 5 | 6 | 0.0 | 2 | 1 | 1 | 103
- COc1ccc(OC)c(Nc2nc(C3CC3)nc3c2nnn3Cc2ccccc2)c1
  3 | -0.5 | 1 | 4 | -0.1 | -2 | -7 | 3 | 101
- O=C(Nc1ccccc1)O/N=C(\c1ccccc1)c1ccccn1
  1 | -1.3 | 1 | -2 | -0.1 | -2 | -3 | -1 | 93
- Cc1cc(NC(=O)CCSc2ccccc2)no1
  -2 | x | 5 | 22 | -0.1 | 6 | 1 | 7 | 104
- O=C(OCCCC(=O)N1CCOCC1)c1ccccc1
  -6 | -0.8 | 5 | -10 | 1.0 | -3 | -5 | 1 | 116
- Cc1ccc(S(=O)(=O)CCc2nnc(NC(=O)c3ccccn3)s2)cc1
  -10 | 2.4 | -6 | 4 | 0.7 | -2 | 1 | -5 | 97
- CC(C)CC(C(=O)O)N1C(=O)C2C3C=CC(C2C1=O)C1C(=O)N(C(CC(C)C)C(=O)O)C(=O)C31 (configuration not stated)
  0 | -3.8 | -19 | -21 | 0.1 | 3 | 3 | 7 | 106
- S=C(NCCc1ccccc1)NC1CC2CCC(C1)N2Cc1ccccc1 (configuration not stated)
  2 | -5.7 | -4 | -1 | 0.0 | -5 | 13 | 4 | 109
- Clc1ccc(-c2nnc(-c3ccccc3Cl)o2)cc1
  9 | x | 1 | -13 | -0.1 | -2 | 1 | -2 | 92
- Cn1c(Cc2nc(-c3cnccn3)no2)nnc1SCC(=O)Nc1ccccc1
  2 | -2.1 | 0 | -8 | -0.1 | 2 | 2 | -5 | 93
- CN1CCN(C(=O)c2cnn3c(C(F)(F)F)cc(-c4cccs4)nc23)CC1
  2 | 0.5 | -9 | 0 | 0.8 | -1 | 3 | -3 | 95
- CC1Cc2ccccc2N1C(=O)c1cc2sccc2n1Cc1ccccc1 (configuration not stated)
  -5 | 1.7 | -5 | -2 | 0.1 | -1 | -2 | -3 | 95

# Among those listed so far, these contain a thiophene ring, fused or not.
# Below each compound – GLD-1 TGE inh | MEX-5 binding | EBNA-1 inhibitor | ZTA counter | Efflux pump mplx | Fam108B counter | MCL1 BIM primary | BCLXL inh | Yeast superoxide
- Cc1ccsc1C(=O)N1CC=C(c2ccccc2)CC1
  2 | 1.2 | -2 | 6 | 0.1 | 2 | -2 | 0 | 106
- CN1CCN(C(=O)c2cnn3c(C(F)(F)F)cc(-c4cccs4)nc23)CC1
  2 | 0.5 | -9 | 0 | 0.8 | -1 | 3 | -3 | 95
- CC1Cc2ccccc2N1C(=O)c1cc2sccc2n1Cc1ccccc1 (configuration not stated)
  -5 | 1.7 | -5 | -2 | 0.1 | -1 | -2 | -3 | 95

# 3 of the compounds above, with bars between the fields:
mol | GLD-1 TGE inh | MEX-5 binding | EBNA-1 inhibitor | ZTA counter | Efflux pump mplx | Fam108B counter | MCL1 BIM primary | BCLXL inh | Yeast superoxide
CC(C)CN(C(=O)C1CC1)c1c(N)n(Cc2ccccc2)c(=O)[nH]c1=O | 7 | 5.0 | -7 | -17 | -0.1 | 2 | -5 | 1 | 96
Cc1ccsc1C(=O)N1CC=C(c2ccccc2)CC1 | 2 | 1.2 | -2 | 6 | 0.1 | 2 | -2 | 0 | 106
COc1cccc(/C=N/Nc2ccc(Cl)nn2)c1OC | -2 | 1.4 | 3 | 2 | 0.0 | 4 | 6 | 4 | 103

# (listing goes on)
# Below each compound – GLD-1 TGE inh | MEX-5 binding | EBNA-1 inhibitor | ZTA counter | Efflux pump mplx | Fam108B counter | MCL1 BIM primary | BCLXL inh | Yeast superoxide
- CCOCCCNC(=O)C(c1ccc(C)cc1)N(Cc1ccc2c(c1)OCO2)C(=O)CNC(C)=O (configuration not stated)
  -10 | -1.6 | 0 | 7 | 0.0 | 1 | 3 | -1 | 91
- CCOC(=O)C(CC)(CCC(=O)O)c1csc(Nc2ccc(C)cc2)n1 (configuration not stated)
  9 | -0.5 | -3 | -2 | -0.1 | 5 | 12 | 4 | 89
- Cc1cccc(C(=O)Nc2ncc(CN3CCOCC3)s2)c1
  1 | 2.5 | 6 | 2 | 0.1 | -1 | 0 | 0 | 89
- Cc1ccc(NC(=S)NCCc2ccccc2)c(C)c1
  4 | 1.3 | 4 | -6 | 0.0 | 2 | 3 | -1 | 90
- CN(C)C=Nc1nonc1-c1ncn[nH]1
  7 | 0.2 | 1 | 12 | 0.0 | -5 | 5 | 0 | 81
- O=C(Cc1c(Cl)cccc1Cl)N1CCN(S(=O)(=O)c2cccs2)CC1
  0 | x | x | 4 | 0.2 | x | -7 | -11 | 78
- CC(C)c1ccc(N(CC(=O)NC2CCCCC2)C(=O)CCC(=O)Nc2ccccn2)cc1
  -6 | 1.3 | -4 | 5 | 0.0 | 2 | 1 | 1 | 92
- COc1ccc(S(=O)(=O)N(CCc2ccccc2)CC(=O)O)cc1OC
  5 | -1.3 | 4 | 11 | 0.1 | -3 | 0 | 3 | 100
- Cc1ccc(S(=O)(=O)Nc2nc3ccccc3nc2NCc2ccco2)cc1
  25 | 1.7 | -7 | 7 | 0.1 | 1 | 43* | 40* | 102
- Cc1ccc(C(=O)NCC(=O)OC(C)C(=O)Nc2ccc(N(C)C)cc2)s1 (configuration not stated)
  3 | 2.6 | -3 | -7 | 0.2 | 0 | 0 | 3 | 125
- COC(=O)CSc1nnc(-c2ccccc2O)n1-c1ccc(C)cc1
  -2 | -1.1 | -2 | -24 | 0.3 | -2 | -7 | 2 | 98
- Cc1[nH]c2ccccc2c1/C=N/NC(=O)C1CC1(c1ccccc1)c1ccccc1 (configuration not stated)
  -13 | 4.5 | -1 | -10 | 0.0 | 21* | -11 | -8 | 109
- CCOc1ccc(/C=C2\SC(=S)N(CCC(=O)N(CCO)c3ccccc3)C2=O)cc1
  8 | -0.5 | -3 | 0 | 0.0 | -7 | 7 | 7 | 91
- Cc1cc(-c2cc(-c3ccc(Cl)cc3)on2)nc(NCC2CC2)n1
  -7 | -3.3 | -1 | -9 | -0.2 | 4 | 15 | 6 | 106
- O=C(Nc1ccc(-n2ccc(C(F)(F)F)n2)cc1)Nc1cccc(Cl)c1
  11 | 3.5 | 9 | 3 | -0.1 | -45 | -4 | -2 | 108
- COc1ccc(OCc2nc(N)nc(Nc3cccc(C)c3C)n2)cc1
  4 | 0.8 | 8 | 1 | 0.1 | -5 | -2 | 0 | 112
- Cn1c(N)c(C(=O)Nc2ccc(-c3ccccc3)cc2)sc1=S
  -1 | -1.6 | -4 | 6 | 0.0 | -3 | 6 | 2 | 107
- CC1CCN(c2ccc(-c3cccc(NC(=O)C(F)(F)F)c3)nn2)CC1
  12 | -0.1 | -7 | -4 | 0.4 | -2 | 2 | 2 | 136
- CN(CC(=O)Nc1ccc(F)c(F)c1F)C(=O)CCc1nc2sc3c(c2c(=O)[nH]1)CCCC3
  -6 | -1.4 | -3 | -3 | -0.3 | 0 | 16 | 11 | 100
- Cc1ccccc1-c1nc(-c2cccnc2)no1
  -7 | -1.1 | -6 | 9 | 0.5 | -2 | -6 | 0 | 84
- CCCOc1ccc(N2C(=O)CC(N3CCC(C(=O)OCC)CC3)C2=O)cc1 (configuration not stated)
  6 | -1.3 | 7 | -5 | -0.1 | -1 | 4 | 0 | 103
- O=C1NC(CCc2ccccc2)C(=O)N1Cc1ccccc1Cl (configuration not stated)
  -2 | -2.1 | -9 | -9 | 0.2 | 1 | -5 | 1 | 99
- CCN(CC)CCN(C(=O)c1ccc2c(c1)CCCC2)c1nc2ccc(C)cc2s1
  4 | -1.0 | -4 | -6 | -0.1 | 1 | 7 | 6 | 100
- Cc1c(NC(=O)c2cccc(NC(=O)Cc3c(F)cccc3Cl)c2)c(=O)n(-c2ccccc2)n1C
  5 | x | x | 14 | -0.2 | x | -13 | -8 | 85
- FC(F)(F)C1CC(c2cccs2)Nc2ncnn21 (configuration not stated)
  5 | -2.7 | 1 | 9 | 0.0 | -1 | 3 | 0 | 102
- COC(=O)c1cnc(SC)nc1C
  12 | 0.4 | 19 | -2 | -0.1 | -2 | 4 | 4 | 100
